FBW7 activator = human FBW7 E3 ligase activation, primary screen | Q969H0 | AlphaScreen FBW7–phospho-cyclin E peptide binding, activator screen | normalized activity (activation), % at 26.1 µM | hit rate 0.13% among 650,000 | AID 1259310; in the data active = normalized activity above about 1.9%;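 also: purified mutant Fbw7 with reduced substrate affinity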
MITF primary = inhibitors of human MITF; hit rate 0.91% among 650,000; O75030; inhibition, % at 2.6 µM; AlphaScreen MITF homodimerization, bead proximity signal; in the data active = inhibition above about 50%;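 also: 0% = vehicle wells with protein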
Target sequence (O75030 whole entry, looked up): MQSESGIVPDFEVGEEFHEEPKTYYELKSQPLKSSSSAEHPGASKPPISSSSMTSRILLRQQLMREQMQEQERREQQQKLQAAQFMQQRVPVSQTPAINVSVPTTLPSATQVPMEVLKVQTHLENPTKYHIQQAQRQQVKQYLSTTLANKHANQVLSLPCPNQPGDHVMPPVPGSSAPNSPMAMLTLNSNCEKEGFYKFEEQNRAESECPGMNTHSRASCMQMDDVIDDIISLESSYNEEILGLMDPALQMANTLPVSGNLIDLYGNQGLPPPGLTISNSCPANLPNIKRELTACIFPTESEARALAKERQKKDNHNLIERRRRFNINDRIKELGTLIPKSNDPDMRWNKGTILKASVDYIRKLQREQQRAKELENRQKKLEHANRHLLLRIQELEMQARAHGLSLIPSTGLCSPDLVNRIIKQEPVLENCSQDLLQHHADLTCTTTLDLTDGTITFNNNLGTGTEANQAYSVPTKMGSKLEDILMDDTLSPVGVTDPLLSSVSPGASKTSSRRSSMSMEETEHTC
GPR151 ag = activates the human receptor GPR151; PathHunter beta-arrestin GPR151 cells, luminescence; activation, % at 11.2 µM; hit rate 1% among 650,000; in the data active = activation above about 4.9%;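 also: 0% = median of compound wells and 100% = cells with positive control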
Target sequence (Q8TDV0 whole entry, looked up): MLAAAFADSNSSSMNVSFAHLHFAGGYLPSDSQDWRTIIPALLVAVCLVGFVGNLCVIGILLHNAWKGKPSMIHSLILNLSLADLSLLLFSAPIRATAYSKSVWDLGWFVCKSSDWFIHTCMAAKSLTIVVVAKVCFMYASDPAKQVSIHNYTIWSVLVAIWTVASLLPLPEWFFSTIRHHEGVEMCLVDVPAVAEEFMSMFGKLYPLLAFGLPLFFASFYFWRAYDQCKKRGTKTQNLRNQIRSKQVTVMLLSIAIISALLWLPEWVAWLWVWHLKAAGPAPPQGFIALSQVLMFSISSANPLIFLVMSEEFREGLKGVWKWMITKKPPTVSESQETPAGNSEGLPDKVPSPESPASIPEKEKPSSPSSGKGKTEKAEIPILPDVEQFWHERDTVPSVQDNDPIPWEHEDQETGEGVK
TEAD-YAP inh = TEAD-YAP interaction inhibition. HEK-TIYL cells, TEAD-Gal4/YAP UAS-luciferase luminescence. hit rate 1.4% among 640,000. inhibition, % at 9.12 µM. AID 1259422; in the data active = inhibition above about 32%;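 also: 0% = median of test compound wells and 100% = reference inhibitor wells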
Numbers without * were called inactive; · = no result given.

SMILES	FBW7 activator	MITF primary	GPR151 ag	TEAD-YAP inh
CN1CCc2c(sc3c2C(=O)NC(c2ccccc2Cl)N3)C1 (stereo not given)	0.8	13	0.3	-2
Cc1cc(C)c(Nc2ncccc2C(=O)O)c(C)c1	-0.1	-4	0.4	-7
Cn1c(=O)[nH]c(=O)c2c1nc1n2CCS1	0.1	4	0.2	-4
CCOC(=O)CN1C(=O)S/C(=C/c2ccc(C(F)(F)F)cc2)C1=O	-0.1	-2	0.6	1
CC(C)C[C@@H]1NC(=O)[C@H]2CN(Cc3ccc4ncccc4c3)CCN2C1=O	0.1	6	3.0	12
COCCCNC(=O)CN1C(=O)/C(=C\c2ccccc2Cl)Sc2ccccc21	0.0	2	-0.2	-1
O=C(NCCNC1CC(=O)N(c2ccccc2)C1=O)c1ccc(Cl)cc1 (stereo not given)	0.0	-4	-1.9	-4
N#CC1=C(N)Oc2n[nH]c(-c3ccc(F)cc3)c2C1c1ccoc1 (stereo not given)	-0.1	7	0.7	2
CC(C)(C)C(=O)Nc1cccc(C(=O)Nc2c[nH]c(=O)[nH]c2=O)c1	1.2	23	-1.2	1
O=C1CCCN1CN(C(=O)c1ccccc1F)c1nc2ccccc2s1	-0.1	-1	-0.1	-63
O=C(Cn1c(=O)oc2cc(S(=O)(=O)N3CCCCC3)ccc21)NC1CCCCC1	-0.1	-6	-0.1	8
Cc1ccc(C)c(CSc2nc(=O)n(CCCO)c3c2CCC3)c1	0.1	5	-2.7	-4
COc1ccc(N2C(=O)C(Cl)=C(Oc3cccc(C)c3)C2=O)cc1	0.0	9	-1.2	-5
O=c1c2ccccc2nc(SCc2cccc([N+](=O)[O-])c2)n1Cc1cccs1	0.0	8	-1.0	-3
CCCCS(=O)(=O)N1CCc2nc(COc3ccccc3)c3c(c2C1)CO[C@@H](C)C3	-0.1	20	0.7	·
CCOC(=O)c1ccccc1NS(=O)(=O)c1c(C)cc(C)cc1C	-0.1	-2	2.0	0
Cc1cccc(C(=O)Nc2nnc(Cc3cccs3)o2)c1	-1.1	18	-0.9	13
CC(NC(=O)c1ncoc1-c1ccc2ccccc2c1)c1ccncc1 (stereo not given)	0.0	6	1.2	-6
O=C(Nc1c2c(nc3c1CCC3)CCCC2)c1ccncc1	0.9	1	-1.1	2
CC(C)c1ccc(C2C=C(c3cccnc3)Nc3ncnn32)cc1 (stereo not given)	0.6	8	0.2	-6
COc1ccc(NC(=O)Nc2nnc(Cc3ccc(F)cc3)s2)cc1	-0.2	-5	-0.7	6
COc1cccc(CN2CCC(N(C)C(C)c3cccs3)CCC2=O)c1 (stereo not given)	0.0	1	-0.5	-1
COc1cc(C2C(C(=O)N3CCCCC3)=C(C)NC3=C2C(=O)CCC3)ccc1OC(C)=O (stereo not given)	-0.1	-11	0.8	-8
CCC12CN3CC(CC)(CN(C1)C3c1ccc(Br)cc1)C2=O (stereo not given)	0.9	26	0.0	-7
CCOC(=O)C(=O)Nc1ccc(OCC(C)C)cc1	0.8	15	-1.2	7
O=C(CSCc1nc2c(nnn2Cc2ccc(F)cc2)c(=O)[nH]1)Nc1ccccc1	0.2	12	0.3	6
CC(=O)c1c(Nc2ccc(C)cc2C)oc(C)cc1=O	0.4	6	0.4	3
O=C(NCCC1=CCCCC1)c1ccc2c(=O)n(CC3CCCO3)c(=S)[nH]c2c1 (stereo not given)	0.0	-9	1.5	-22
CC1CCCN(Cc2nc3c(c(=O)n(C)c(=O)n3C)n2Cc2ccccc2F)C1 (stereo not given)	0.0	7	-0.2	12
O=C(Cn1c(Cc2ccccc2)nc2ccccc2c1=O)N1CCOCC1	0.2	-7	-0.2	-1
Cc1nn2c(=O)/c(=C/c3ccc(OCc4ccccc4)cc3)sc2nc1=O	0.0	-9	1.0	9
Cc1nn(C)c(C)c1-c1cc(NCCOc2ccccc2)ncn1	0.0	13	-0.1	-25
CCOc1cccc2c1OC(c1ccc(OC)c(OC)c1)N1N=C(c3ccco3)CC21 (stereo not given)	-0.1	5	-0.7	-55
COc1ccc(NC(=O)COc2ccc3ccccc3c2)cc1OC	-0.1	12	-0.9	0
COc1cc(C(=O)Nc2ccccc2C(=O)Nc2ccccc2)cc(OC)c1OC	0.1	-8	0.6	53*
COc1nc(Nc2cc(OC)c(OC)c(OC)c2)nc(-c2ccc(N3CCOCC3)nc2)n1	0.0	23	2.3	25
Cc1cc(C)c(C(C/C(=N/NC(N)=O)c2cccs2)C(C#N)C#N)c(C)c1 (stereo not given)	-0.2	-2	-0.1	-115
O=C(c1cc(Cl)ccn1)N1CCN(Cc2ccsc2)CC1	0.0	-10	-1.3	0
CCS(=O)(=O)Nc1ccc(C2=NN(C(=O)c3ccco3)C(c3ccc(C)cc3)C2)cc1 (stereo not given)	-0.1	3	0.8	23
O=C(CC(NCCC1=CCCCC1)C(=O)O)Nc1ccc2ccccc2c1 (stereo not given)	0.1	3	-0.2	0
Cc1ccc2c(c1)cc1c(=O)n(CC(=O)NC3CCCCC3)nc(C)n12	-0.1	0	-0.5	-5
CC(=O)Nc1ccc(NC(=O)CCn2c(=S)oc3ccccc32)cc1	1.0	8	0.4	-2
COCC(=O)Nc1ccccc1C(=O)Nc1ccc(OC)cc1	0.0	-2	-0.7	-26
Cc1ccc(C(=O)Nc2c(C(=O)N3CCN(C)CC3)cnn2-c2ccccc2)cc1	0.7	16	0.7	13
O=S(=O)(NCC(c1ccco1)S(=O)(=O)c1ccc(F)cc1)c1cc(F)ccc1F (stereo not given)	0.0	-8	1.3	1

Compounds listed so far with a COOH group, in the order listed:
SMILES	FBW7 activator	MITF primary	GPR151 ag	TEAD-YAP inh
Cc1cc(C)c(Nc2ncccc2C(=O)O)c(C)c1	-0.1	-4	0.4	-7
O=C(CC(NCCC1=CCCCC1)C(=O)O)Nc1ccc2ccccc2c1 (stereo not given)	0.1	3	-0.2	0

The list goes on:
SMILES	FBW7 activator	MITF primary	GPR151 ag	TEAD-YAP inh
O=C(CSc1nnc(-c2ccc(Cl)cc2Cl)o1)Nc1cccc([N+](=O)[O-])c1	0.0	4	-0.9	6
O=C1NCC(O)=C1C=NCc1ccccc1	0.4	6	-0.7	-12
COc1cc(/C=C2/C(=O)N(c3ccc(Cl)c(Cl)c3)N=C2C)ccc1OCC(=O)O	-0.8	-2	-0.7	6
COc1ccc(NC(=O)C(=O)NCCCO)cc1Cl	0.0	-3	-0.7	-5
Cc1nc2sccn2c1C(=O)NC1CCC1	0.2	3	1.0	-1
O=C(NCCc1ccccc1)c1ccc(Cn2c(=S)[nH]c3ccc(Br)cc3c2=O)cc1	0.0	-7	0.3	-16
CC1(C)CC(=O)C2=C(C1)OC1=C(C(=O)CC(C)(C)C1)C2c1cc2ccccc2[nH]c1=O	0.1	-2	0.9	-4
Cc1cnc(NCc2ccc3c(c2)OCO3)nc1NCCCN1CCCC1=O	0.5	6	5.6*	-5
COC(=O)c1cc(S(=O)(=O)NCCc2ccc(OC)c(OC)c2)cn1C	0.5	7	-1.6	3
CCCCOc1ccccc1C1C(C(=O)OCC)=C(C)NC2=C1C(=O)C(C(=O)OC)C(C)C2 (stereo not given)	0.5	-6	-1.4	15
Cc1c(C(=O)Nc2ccc(F)c(Cl)c2)sc2ncn(CC(=O)N3CCN(c4ccccn4)CC3)c(=O)c12	0.1	16	-0.7	6
CN(C)c1ccc(/C=C2\N=C3CCCCCN3C2=O)cc1	0.0	3	-1.3	-75
COc1ccc(/C=C2/NC(=O)N(c3cccc(Cl)c3)C2=O)c(OC)c1	-0.1	18	5.7*	-6
CN(C)c1nc(NCc2ccccc2)nc(N/N=C/c2ccc(Cl)cc2)n1	-0.4	1	-0.1	-3
CCN(CC)S(=O)(=O)c1cc(C(=O)Nc2ccccc2[N+](=O)[O-])ccc1Cl	-0.4	13	0.8	-22

Given in CSV form: 2 of the compounds above.
Compound,FBW7 activator,MITF primary,GPR151 ag,TEAD-YAP inh
O=C(CSc1nnc(-c2ccc(Cl)cc2Cl)o1)Nc1cccc([N+](=O)[O-])c1,0.0,4,-0.9,6
O=C1NCC(O)=C1C=NCc1ccccc1,0.4,6,-0.7,-12

The results go on:
SMILES	FBW7 activator	MITF primary	GPR151 ag	TEAD-YAP inh
NC(=O)CSc1nc2cc(Cl)ccc2c(=O)n1C1CCCC1	0.0	-12	-1.4	9
Nc1ccc(SCC(=O)Nc2cccc([N+](=O)[O-])c2)cc1	-0.1	0	-1.9	-33
CC(C)c1nnc2n1CCN(C(=O)C1CC(=O)OC13CCCCC3)CC2 (stereo not given)	-0.2	0	-2.0	-13
O=C(Nc1ccccc1Cl)c1cc(=O)[nH]c(=O)[nH]1	-0.1	0	-0.4	1
Cc1ccc(OCCn2cc(/C=C(\C#N)C(N)=O)c3ccccc32)cc1	0.0	3	1.9	0
CCN(CC(=O)NC(C)C)C(=O)c1ccc(Cl)cc1	-0.1	1	-2.1	-12
Cc1nc2ccc([N+](=O)[O-])cc2c(=O)n1Cc1cccc(C(F)(F)F)c1	0.0	-1	0.5	0
Cc1cccc(C)c1N=C1S/C(=C\c2ccccc2)C(=O)N1c1ccccc1	0.0	9	-1.0	-9
CCOc1ccc(/C=N/NC(=O)CNc2cccc3ccccc23)cc1OCC	-0.1	10	-0.8	-1
CC(C)(C)c1ccc(-c2nnc(SCC(=O)NNC(=S)Nc3ccccc3)n2-c2ccccc2)cc1	-0.1	-2	-0.6	-8
CCCCc1ccc(-c2nc3ccccc3c(=O)n2NCc2cc(Br)ccc2F)cc1	0.2	-15	-0.1	0
O=C(Cc1ccc(F)cc1)Nc1ccccc1NC(=O)c1ccccn1	0.4	10	-0.6	12
CC(C)c1ccc(/C=c2\sc3nc(-c4ccncc4)nn3c2=O)cc1	0.8	5	-0.4	-1
COc1ccc(C[C@@H]2NC(=O)[C@H]3CN(S(=O)(=O)c4cc(C)ccc4C)CCN3C2=O)cc1	0.2	14	1.3	0
O=C(NC(=S)NNS(=O)(=O)c1ccccc1)C(c1ccccc1)c1ccccc1	-0.1	6	-0.2	-3
COc1cccc(-c2noc(CCC(=O)Nc3ccc(NC(C)=O)cc3)n2)c1	0.1	-4	1.6	-7
COc1ccc(C(=O)N2CCN(c3ccc(C(F)(F)F)cc3[N+](=O)[O-])CC2)cc1Cl	-0.1	-1	-0.3	4
Cc1ccc(S(=O)(=O)Nc2ccccc2C(=O)Nc2ccc(C)cc2C(=O)c2ccccc2)cc1	0.1	-8	0.5	-5
CSc1ccc(NC(=O)NCCN2CCN(c3cccc(Cl)c3)CC2)cc1	4.4*	-13	-0.2	3
CCCCN(C)c1ncnc2c1c(-c1ccccc1)cn2-c1ccc(OC)cc1	0.6	14	-0.2	-12
COc1cc(C(=O)NCCN2CCN(c3ccccc3F)CC2)cc(OC)c1OC	-0.5	8	1.4	2
COC(=O)c1ccc(C2C3=C(CC(C)(C)CC3=O)N(c3ccc(C)c(C)c3)C3=C2C(=O)CC(C)(C)C3)cc1	-0.1	13	-0.6	4
COc1cc(Nc2nc(NCCc3ccc(O)cc3)c3[nH]cnc3n2)cc(OC)c1OC	-0.1	-8	-0.3	46*
O=C(CC1CCCCC1)Nc1nc2ccccc2s1	0.5	16	0.9	-55
CSc1cccc(NC(=O)CC2Oc3ccccc3NC2=O)c1 (stereo not given)	-0.1	-3	0.4	4
COc1cc(C2C(C(=O)OCc3ccccc3)=C(C)NC3=C2C(=O)CC(C)(C)C3)ccc1OC(C)=O (stereo not given)	0.2	-6	-1.5	1
Cc1cc(=O)oc(C)c1C(=O)O	0.0	8	1.3	2
COC(=O)c1ccc(CC2(C)C(=O)Nc3cc(Cl)cc(Cl)c32)o1 (stereo not given)	0.0	-14	-0.7	-12
CC(C)(C)NC(=O)CN1CCC(C(=O)c2ccc(F)cc2)CC1	1.0	15	0.4	1
CC1Cc2ccccc2N1C(=O)CN1CCC(O)(c2ccc(F)cc2)CC1 (stereo not given)	0.0	13	-0.4	-2

An excerpt of these results, as labelled records:
CSc1ccc(NC(=O)NCCN2CCN(c3cccc(Cl)c3)CC2)cc1
  FBW7 activator: 4.4*; MITF primary: -13; GPR151 ag: -0.2; TEAD-YAP inh: 3
CCCCN(C)c1ncnc2c1c(-c1ccccc1)cn2-c1ccc(OC)cc1
  FBW7 activator: 0.6; MITF primary: 14; GPR151 ag: -0.2; TEAD-YAP inh: -12
COc1cc(C(=O)NCCN2CCN(c3ccccc3F)CC2)cc(OC)c1OC
  FBW7 activator: -0.5; MITF primary: 8; GPR151 ag: 1.4; TEAD-YAP inh: 2
COC(=O)c1ccc(C2C3=C(CC(C)(C)CC3=O)N(c3ccc(C)c(C)c3)C3=C2C(=O)CC(C)(C)C3)cc1
  FBW7 activator: -0.1; MITF primary: 13; GPR151 ag: -0.6; TEAD-YAP inh: 4

Additional records.
SMILES	FBW7 activator	MITF primary	GPR151 ag	TEAD-YAP inh
COc1cc2c(cc1OC)C(COc1ccc(F)cc1)N(C(=O)c1ccccc1F)CC2 (stereo not given)	0.0	1	0.9	-7
O=C(CNC(=O)c1ccc(Br)cc1)NCC(=O)OCC(=O)c1ccccc1	0.1	-3	4.6	2
O=C1CSC(c2ccccc2)N1c1ccc(Cl)c([N+](=O)[O-])c1 (stereo not given)	-1.3	8	-1.4	-11
O=C(c1ccc(N2CCC(NCCCc3cccnc3)CC2)cc1)N1CCOCC1	-0.1	13	-1.3	12
CN(C)c1ccc(/C=C2\N=C(c3ccc(I)cc3)OC2=O)cc1	0.1	-10	0.8	-3
CCCCCCOC(=O)c1ccc(NS(=O)(=O)c2cccc3cccnc23)cc1	-0.2	6	0.0	-5
O=C(O)CCCNC(=O)/C(=C\c1ccco1)NC(=O)c1ccccc1Cl	0.0	-4	0.6	4
Cc1c(Cl)cccc1NC(=S)NCCc1ccc(S(N)(=O)=O)cc1	0.0	4	-0.5	-5
NC(=O)COc1cccc(/C=C2/SC(=Nc3cccc(C(=O)O)c3)NC2=O)c1	0.1	-2	-1.0	-3
CC1(C)CC2CC(C)(CN2C(=O)CN2CCN(c3ccccn3)CC2)C1 (stereo not given)	-0.1	-4	-1.2	-10

Screens from PubChem BioAssay.
